Pf apPOL block: Pf-apPOL DNA polymerase inhibition; Recombinant Pf-apPOL, molecular beacon fluorescence, 1.5 h; inhibition, % at 10 µM; actives 0.25% (n = 210,000)
mHTT CaM bind: mHTT-calmodulin interaction abrogation | P42858 | AlphaScreen His-mHTT/GST-CaM binding, luminescence | inhibition, % at 15 µM | actives 3.6% (n = 190,000);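 also: 0% = both proteins with DMSO and 100% = one protein alone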
Target sequence (P42858 whole entry, looked up, stated change not applied): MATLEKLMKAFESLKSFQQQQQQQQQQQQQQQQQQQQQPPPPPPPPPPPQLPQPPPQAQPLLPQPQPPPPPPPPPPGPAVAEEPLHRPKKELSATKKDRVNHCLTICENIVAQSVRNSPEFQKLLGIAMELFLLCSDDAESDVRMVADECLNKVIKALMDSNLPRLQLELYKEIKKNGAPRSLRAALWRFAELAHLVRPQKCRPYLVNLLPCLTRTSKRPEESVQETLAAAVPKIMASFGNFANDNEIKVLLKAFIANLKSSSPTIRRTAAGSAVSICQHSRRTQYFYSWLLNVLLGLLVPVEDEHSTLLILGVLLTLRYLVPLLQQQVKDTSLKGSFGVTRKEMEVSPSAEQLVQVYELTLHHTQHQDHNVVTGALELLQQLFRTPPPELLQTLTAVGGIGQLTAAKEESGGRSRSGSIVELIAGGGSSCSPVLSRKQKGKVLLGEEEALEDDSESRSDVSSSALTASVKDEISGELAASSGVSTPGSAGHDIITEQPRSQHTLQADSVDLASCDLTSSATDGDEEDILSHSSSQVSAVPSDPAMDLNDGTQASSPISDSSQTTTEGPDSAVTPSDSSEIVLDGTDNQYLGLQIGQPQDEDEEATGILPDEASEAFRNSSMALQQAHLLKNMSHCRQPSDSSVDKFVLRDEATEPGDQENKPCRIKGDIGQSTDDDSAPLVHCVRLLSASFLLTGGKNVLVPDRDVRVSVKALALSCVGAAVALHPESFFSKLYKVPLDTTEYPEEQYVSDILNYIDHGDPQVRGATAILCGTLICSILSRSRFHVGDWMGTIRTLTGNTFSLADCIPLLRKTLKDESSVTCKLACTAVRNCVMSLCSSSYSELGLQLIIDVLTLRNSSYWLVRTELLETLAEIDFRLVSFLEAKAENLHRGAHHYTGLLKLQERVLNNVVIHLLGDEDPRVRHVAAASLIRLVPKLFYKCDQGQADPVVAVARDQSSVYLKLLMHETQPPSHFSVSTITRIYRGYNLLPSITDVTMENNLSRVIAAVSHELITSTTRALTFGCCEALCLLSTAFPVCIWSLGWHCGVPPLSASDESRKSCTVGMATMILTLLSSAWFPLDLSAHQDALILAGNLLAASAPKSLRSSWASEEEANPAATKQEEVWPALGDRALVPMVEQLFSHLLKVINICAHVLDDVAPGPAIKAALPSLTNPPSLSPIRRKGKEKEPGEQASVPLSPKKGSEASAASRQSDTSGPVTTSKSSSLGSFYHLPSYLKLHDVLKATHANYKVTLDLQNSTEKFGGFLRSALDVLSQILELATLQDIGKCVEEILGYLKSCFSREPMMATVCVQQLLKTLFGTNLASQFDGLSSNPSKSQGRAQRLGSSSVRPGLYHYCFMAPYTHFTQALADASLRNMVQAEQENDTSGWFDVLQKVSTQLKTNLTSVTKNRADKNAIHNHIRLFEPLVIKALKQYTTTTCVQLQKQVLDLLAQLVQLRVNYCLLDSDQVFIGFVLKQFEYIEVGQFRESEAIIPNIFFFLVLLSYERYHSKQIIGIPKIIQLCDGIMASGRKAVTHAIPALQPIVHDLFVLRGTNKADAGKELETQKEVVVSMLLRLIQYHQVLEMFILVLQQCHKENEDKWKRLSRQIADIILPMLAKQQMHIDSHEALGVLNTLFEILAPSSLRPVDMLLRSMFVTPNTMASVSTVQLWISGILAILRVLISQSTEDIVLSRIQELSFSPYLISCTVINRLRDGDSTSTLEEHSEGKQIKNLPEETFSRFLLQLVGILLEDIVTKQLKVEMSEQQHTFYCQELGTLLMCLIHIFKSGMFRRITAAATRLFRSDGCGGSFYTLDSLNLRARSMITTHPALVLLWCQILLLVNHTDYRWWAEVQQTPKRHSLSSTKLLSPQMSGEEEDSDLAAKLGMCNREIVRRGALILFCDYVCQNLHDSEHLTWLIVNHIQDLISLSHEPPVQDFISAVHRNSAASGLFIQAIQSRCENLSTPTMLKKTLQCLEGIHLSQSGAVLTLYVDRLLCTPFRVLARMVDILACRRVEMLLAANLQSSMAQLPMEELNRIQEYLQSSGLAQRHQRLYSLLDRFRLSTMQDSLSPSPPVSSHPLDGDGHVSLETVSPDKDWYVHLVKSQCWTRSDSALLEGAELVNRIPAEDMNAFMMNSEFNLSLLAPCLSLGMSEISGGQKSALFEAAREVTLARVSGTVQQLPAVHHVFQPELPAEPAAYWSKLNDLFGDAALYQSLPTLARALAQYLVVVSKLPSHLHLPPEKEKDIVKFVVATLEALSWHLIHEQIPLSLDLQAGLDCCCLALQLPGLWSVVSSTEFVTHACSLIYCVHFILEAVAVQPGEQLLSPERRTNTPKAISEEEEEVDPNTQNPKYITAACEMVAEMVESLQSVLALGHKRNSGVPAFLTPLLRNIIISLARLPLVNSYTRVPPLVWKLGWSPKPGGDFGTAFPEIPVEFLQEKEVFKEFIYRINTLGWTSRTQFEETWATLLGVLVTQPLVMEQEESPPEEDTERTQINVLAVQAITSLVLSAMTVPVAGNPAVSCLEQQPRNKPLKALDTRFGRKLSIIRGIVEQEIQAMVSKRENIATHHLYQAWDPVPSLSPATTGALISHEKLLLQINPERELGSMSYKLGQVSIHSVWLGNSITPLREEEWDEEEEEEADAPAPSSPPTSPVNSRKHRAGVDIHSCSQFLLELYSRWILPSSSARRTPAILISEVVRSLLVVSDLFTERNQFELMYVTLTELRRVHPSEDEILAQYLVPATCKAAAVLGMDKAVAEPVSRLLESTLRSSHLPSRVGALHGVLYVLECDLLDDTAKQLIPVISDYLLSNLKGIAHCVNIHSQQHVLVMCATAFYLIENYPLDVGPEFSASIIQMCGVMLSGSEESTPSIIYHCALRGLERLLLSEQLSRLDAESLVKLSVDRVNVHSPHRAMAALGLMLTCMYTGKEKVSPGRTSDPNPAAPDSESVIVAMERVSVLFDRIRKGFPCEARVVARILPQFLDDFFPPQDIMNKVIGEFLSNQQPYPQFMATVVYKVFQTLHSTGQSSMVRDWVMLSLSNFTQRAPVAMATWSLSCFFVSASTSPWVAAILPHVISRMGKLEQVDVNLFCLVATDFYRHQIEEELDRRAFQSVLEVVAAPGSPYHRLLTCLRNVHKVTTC
The depositor's hits bear a star; nt = not tested or not shown; & = joins results of further samples. Rule as the data show it: active = inhibition above about 50%; inactive = the rest.

The line under a structure holds: Pf apPOL block	mHTT CaM bind
- COc1ccc(-n2nc3c(c2NC(=O)c2c(F)cccc2F)CS(=O)(=O)C3)cc1
 : -7	2
- CCOc1ccc(-c2cn(-c3cc(C)cc(C)c3)c(=O)[nH]2)cc1
 : -2	29
- CCN1CCN(CCCNC(=O)CC2CCN(c3ccnc(NC)n3)CC2)CC1
 : 1	6
- O=C(NCCc1c[nH]c2ccccc12)C(=O)Nc1ccccc1F
 : -1	14
- Cc1cc2nc(CN3CCN(Cc4ccccc4)CC3)c(=O)[nH]c2cc1C
 : -2	-4
- Cc1ccc(-c2noc(Cn3ccc4ccn(C)c4c3=O)n2)cc1
 : -4	-4
- CC1=NOC(=O)/C1=C\c1ccc(OCc2cccc(F)c2)cc1
 : -2	35
- COc1ccc2c(c1)CN(c1cccc(C(=O)O)c1)CO2
 : -1	2
- COc1cccc2cc(C(=O)Nc3nc4c(s3)CN(S(=O)(=O)C3CC3)CC4)oc12
 : -1	9
- CN1CCOc2ccc(NC(=O)Cn3c(=O)oc4ccccc43)cc2C1=O
 : -9	-17
- Cc1cccc(CSc2nccn(-c3ccc4c(c3)OCCO4)c2=O)c1
 : -1	-63
- CN(C)CCN(C)Cc1cc([N+](=O)[O-])ccc1O
 : -6	3
- CCC(=O)N1c2ccccc2-c2nnc(SC)nc2OC1c1ccc(C)s1 (centres undefined)
 : 1	29
- COc1c(Cl)ccc(Cl)c1C(=O)Nc1ccccc1Cl
 : 0	-23
- COc1ccc(C)cc1NC(=O)C1CC1c1ccccc1 (centres undefined)
 : 8	-14
- COCCCn1c(=N)c(C(=O)NC2CCCC2)cc2c(=O)n3cccc(C)c3nc21
 : 7	0
- CCOCC(=O)N1CCC(CCOc2ccccc2)CC1
 : -5	-3
- O=C(N/C(=C/c1ccc2c(c1)OCO2)C(=O)N1CCOCC1)c1ccc(Br)cc1
 : 8	3
- CCN(CC)c1c([N+](=O)[O-])c(=O)n(C)c2ccccc12
 : 0	10
- CN1OCC(S(=O)(=O)NC(C)(C)C)C1c1ccnc2ccccc12 (centres undefined)
 : -4	6

The final three compounds of the section before are carried over, then new ones follow.
The line under a structure holds: Pf apPOL block	mHTT CaM bind
- O=C(N/C(=C/c1ccc2c(c1)OCO2)C(=O)N1CCOCC1)c1ccc(Br)cc1
 : 8	3
- CCN(CC)c1c([N+](=O)[O-])c(=O)n(C)c2ccccc12
 : 0	10
- CN1OCC(S(=O)(=O)NC(C)(C)C)C1c1ccnc2ccccc12 (centres undefined)
 : -4	6
- O=[N+]([O-])c1ccc(-c2nc(-c3cccc(-n4cccc4)c3)no2)cc1
 : 2&-8	nt
- COc1cccc(CNCc2cccc(F)c2)c1OC
 : -2	-2
- CCCc1cc(=O)oc2cc(OCC(=O)OCC)ccc12
 : -4	-10
- Cc1ccc(C(=O)N2CCC(CCOc3ccncc3)CC2)cc1
 : -4	5
- O=C(Cc1ccccc1)N1CCc2nc3cc[nH]n3c(=O)c2C1
 : 4	4
- O=C(Cc1ccsc1)N1CCCC1c1nc(-c2ccc(F)cc2F)no1 (centres undefined)
 : -2	-5
- O=C1CC(C(=O)N2CCCC2)CN1Cc1ccccc1F (centres undefined)
 : -2	0
- Cc1ccc(F)c(N2CCN(C(=O)c3cccs3)C(C)C2=O)c1 (centres undefined)
 : -2	-6
- COc1cccc(CNC(=O)C2CCN(c3cncnc3N(C)C)CC2)c1
 : 5	6
- Cc1ccc(C(C)C)c(OCC(=O)N2CCCCC2CCN2CCOCC2)c1 (centres undefined)
 : -12	23
- COc1ccc(S(=O)(=O)c2cc(NC(=O)c3ccccc3)c(C)c(C)c2O)cc1
 : 1	10
- CCC(=O)Nc1ccc2c(c1)C(N1CCOCC1)=Nc1ccccc1O2
 : -7	1
- CCc1nc2c(c3c1[nH]c1ccccc13)C(=O)CC(C)(C)C2
 : 10	-4
- CC(C)CNC(=O)c1ccc(-n2cc(CNC(=O)C3CC3)cn2)cc1
 : -1	-6
- COc1ccc(C(=O)CC2(O)C(=O)N(Cc3ccc(Cl)cc3)c3ccccc32)cc1[N+](=O)[O-] (centres undefined)
 : -8	100*
- CNC(=O)c1cccnc1N1CCC(C)CC1
 : -1	-6
- COC(=O)c1ccccc1NC(=O)C1(c2cccs2)CCCC1
 : 0	-88
- COc1cccc(CNC(=O)C2CN(C(=O)c3cccs3)CC23CCCCC3)c1OC (centres undefined)
 : 2	14
- OCc1ccc(-c2ccc(Cl)cc2Cl)o1
 : -6	2
- Cc1ccc(C2=N/C(=C/c3ccccc3C(F)(F)F)C(=O)O2)cc1
 : -4	1
- CCOc1ccc(C(=O)N2CCC3(CC2)NC(=O)c2cc(F)ccc2N3CC)cc1
 : 1	-3
- O=C(NC1CC2CC1N(C(=O)CSc1ccccc1)C2)c1cccs1 (centres undefined)
 : 1	1
- O=C(Nc1cc(F)c(F)c(F)c1)N1CCC(n2c(-c3ccco3)nc3cccnc32)C1 (centres undefined)
 : -3	-2
- Cc1cccc(-n2nc(C)c(C(=O)N3CCOCC3)c2C)c1
 : -1	0
- Cc1ccnc(N2CCCC(C(=O)NCCN(C)Cc3ccccc3)C2)n1 (centres undefined)
 : -1	-2
- COCCC1CCN(C(=O)c2ccc(Cl)cc2)CC1
 : -3	-4
- CCOC(=O)c1cn[nH]c1NC(=S)Nc1cccc(C(F)(F)F)c1
 : -1	nt
- CCOc1ncccc1CNC(=O)c1n[nH]c2c1CCCC2
 : -6	-4
- Cc1cc2c(cc1C)NC(c1ccc(Cl)s1)C1=C(CC(C)(C)CC1=O)N2 (centres undefined)
 : 0	51*
- Cc1ccc(COC2CCCN(C(=O)Nc3ccccc3)C2)cc1 (centres undefined)
 : 0	-6
- COc1cc2c(cc1OC)C(c1ccccc1N)=NCC2
 : -6	nt
- CS(=O)(=O)N(CC(=O)O)c1ccc(Cl)c(Cl)c1
 : -12	-2
- O=C(NCC1CCCO1)c1cc2n(n1)C(C(F)(F)F)CC(c1cccs1)N2 (centres undefined)
 : -5	10
- CN(C)c1cc(-c2cc(Cl)sc2Cl)oc(=O)c1Cl
 : -24	nt
- NC(=O)C1CCN(C(=O)CCSc2ccc(Cl)cc2)CC1
 : -1	-4
- O=C(c1ccccc1)N1CCN(Cc2noc(-c3cccc(F)c3)n2)CC1
 : -3	-5
- COc1ccc(C(=O)Nc2ccc(OC)cc2OC)cc1
 : -5	-14
- COc1ccc(C(=O)Nc2ccc3c(c2)CCC(=O)N3C)c(C)c1
 : -1	3
- O=C(Nc1ccc2oc(-c3cccc(Br)c3)nc2c1)c1ccc2c(c1)OCCO2
 : -2	3
- Cc1ccc(-c2cncc(C(=O)NCc3ccc(Br)cc3)c2)cc1
 : 0	-9
- Cc1cc(C)c2c(CN(Cc3ccccc3)Cc3ccccc3)cc(=O)oc2c1
 : 1	4
- COC(=O)COc1ccc2c(c1)OC(=Cc1ccc(OC)cc1OC)C2=O
 : -1	-13
- CN1CCCc2cc(CCNC(=O)C34CC5CC(CC(C5)C3)C4)ccc21
 : 1	53*
- CC(C)CCNC(=O)C1(C)CCC(=O)N1CCN1CCN(C)CC1 (centres undefined)
 : -1	-3
- CC(C)C(=O)N(C)CC(=O)N1N=C(c2cccs2)CC1c1ccccc1Cl (centres undefined)
 : -1	46
- Cn1nc(-c2nc(-c3ccc(F)cc3)no2)c2c1CCN(C(=O)c1cccc(F)c1)C2
 : -3	2
- COc1ccc(NC(=O)N2CCC(N3CCN(Cc4ccccc4)C3=O)CC2)cc1
 : -1	3
- O=C(Nc1cccc(Cl)c1)N1CCN(c2ccc([N+](=O)[O-])cc2)CC1
 : 0	12
- CCCn1cc2c3c(cccc31)CN(C(=O)Nc1ccccc1)CC2
 : -5	-10
- COc1cc(C(=O)N2CCC(CC(=O)NCc3cccnc3)CC2)cc(OC)c1OC
 : 1	-5

(cont.)
The line under a structure holds: Pf apPOL block	mHTT CaM bind
- CC1CN(CCC(C)c2ccccc2)CC(C)O1 (centres undefined)
 : -2	-3
- COc1ccc([N+](=O)[O-])cc1NC(=O)c1ccnn1C
 : 34	-7
- O=C(Nc1cccc(Br)c1)c1ccc2nccnc2c1
 : -2	-5
- CCOc1ccccc1NC(=O)c1ccc(NC(C)=O)cc1
 : 7	-6
- c1ccc(CSc2ncnc3nc[nH]c23)cc1
 : 1	2
- N#CCC(=O)NCC1CCCO1 (centres undefined)
 : -3	nt
- Cn1c(SCC(=O)N2CCN(c3nc4ccccc4s3)CC2)nnc1-c1ccccc1
 : -1	2
- NC(=O)c1cc(NC(=O)c2ccccc2Cl)c(Cl)cc1Cl
 : -2	-1
- CC(C)C[C@H]1COc2c(Cl)cccc2S(=O)(=O)N1C
 : -6	-26
- COc1ccc(CC2CCN(S(=O)(=O)c3ccccc3)CC2)cc1
 : -2	-43

Remaining list, next part
Molecule	Pf apPOL block	mHTT CaM bind
O=C1c2ccccc2C(=O)c2[nH]c(-c3c(F)c(F)c(F)c(F)c3F)nc21	-1	0
C=CCOc1ccc(C2CC(C)=NN2c2ccccc2)cc1 (centres undefined)	1	26
Cc1cc(C)c(C(=O)N2CCOCC2)c(CC(C)(C)C(=O)O)c1	-12	nt
O=C(NCc1csc(C2CCN(S(=O)(=O)c3cccc(Cl)c3)CC2)n1)C1CC1	-4	6
CCCc1cc(C2CCCN2Cc2cccc(F)c2F)no1 (centres undefined)	-2	-45
CC(=O)Nc1ccc(-c2noc(C3CCCN(C(=O)c4ccc(C)c(C)c4)C3)n2)cc1 (centres undefined)	2	-8
O=C(Nc1cccc(-c2ccc3nncn3n2)c1)c1ccc(N2CCCC2)nn1	-5	-9
Cc1cc(C)cc(CN2CCCN(c3cccc(NC(=O)C4CC4)c3)C2=O)c1	-4	11
COc1cccc(C(=O)N2CCCC3(C2)Nc2ccccc2NC3=NC2CCCC2)c1OC (centres undefined)	-2	20
O=C(CS(=O)(=O)c1ccc(C(F)(F)F)cc1Cl)Nc1cccc(C(=O)O)c1	4	1
COc1ccc(NC(=O)c2cccnc2Cl)cc1	0	-4
CCC(CC)NC(=O)c1csc2c1CCCC2	0	-1
Cc1c(C(=O)NCc2ccccc2Cl)oc2ccc(S(=O)(=O)N3CCCCC3)cc12	-14	16
COc1cccc(CNC(=O)N2CCc3c(c(COCc4cccc(F)c4)nn3C)C2)c1	-5	15
CCCNC(=O)c1oc2c(c1C)-c1nc(C)sc1CC2	-4	-15
Cc1cc(C)c(O)c(N=Cc2ccc(Cl)cc2)c1	-3	35
Cc1c(F)cccc1N1CCC(C(=O)NCCc2ccccc2)C1=O (centres undefined)	-8	-2
CCSc1nccc2c1ccn2CC(=O)NCc1ccc(Br)cc1	12	-8
Cc1ccccc1NC(=O)C1CC(=O)OC12CCOC(C)(C)C2 (centres undefined)	1	-1
CSc1nnc(-c2ccccc2N)c(=O)[nH]1	3	19
O=C(NC1CCS(=O)(=O)C1)C1CCCN(S(=O)(=O)c2ccccc2)C1 (centres undefined)	-2	0
COc1cc(NC(=O)C2CCc3sc(C(=O)N(C)C)cc3C2)cc(OC)c1 (centres undefined)	-4	2
O=C(Nc1ccc(OC(F)(F)F)cc1)OCCSCC1COc2ccccc2O1 (centres undefined)	6	nt
COc1ccc(/C=C2N=C(/C=C/c3ccc(Cl)cc3Cl)OC\2=O)cc1	-6	14
CC1CCCN(c2cc(C(=O)NC3CCCCC3)c3ccccc3n2)C1 (centres undefined)	-4	5
O=S(=O)(c1ccc2nc(CO)[nH]c2c1)c1ccc2nc(CO)[nH]c2c1	-18	-3
Cc1cc(C)c2c3c([nH]c2c1)CCC(NC(=O)C1CCCC1)C3 (centres undefined)	2	36
C=CCSc1nnc2c(n1)OC(c1ccc3c(c1)OCO3)Nc1ccccc1-2 (centres undefined)	1&-2	-4&-6
O=C(NCc1ccc(F)c(Cl)c1)c1nnn(-c2ccccc2)c1-c1ccccn1	-10	33
CC1=C(C(=O)Nc2nc3ccccc3s2)C(c2ccc(F)cc2)C2=C(CC(C)(C)CC2=O)N1 (centres undefined)	-7	-28
CC(=O)N1CCN(Cc2cnoc2-c2ccccc2)CC1	-6	1
O=[N+]([O-])c1cccc(C2SCCN2S(=O)(=O)c2ccccc2)c1 (centres undefined)	1	8
Cc1ccc(-c2ccc(C)cc2[N+](=O)[O-])c([N+](=O)[O-])c1	-1	nt
COc1cc(C2NC(=O)NC(C)=C2C(=O)Nc2cc(C)ccc2C)ccc1O (centres undefined)	2	-1
O=C(O)c1cc(N(Cc2ccccc2O)Cc2ccccc2O)ccc1O	2	nt
Nc1cc(C2CCN(C(=O)c3ccsc3)CC2)no1	-3	9

Entries listed so far that have an aryl thioether with sulfur outside any ring:
Molecule	Pf apPOL block	mHTT CaM bind
Cc1cccc(CSc2nccn(-c3ccc4c(c3)OCCO4)c2=O)c1	-1	-63
CCC(=O)N1c2ccccc2-c2nnc(SC)nc2OC1c1ccc(C)s1 (centres undefined)	1	29
O=C(NC1CC2CC1N(C(=O)CSc1ccccc1)C2)c1cccs1 (centres undefined)	1	1
NC(=O)C1CCN(C(=O)CCSc2ccc(Cl)cc2)CC1	-1	-4
c1ccc(CSc2ncnc3nc[nH]c23)cc1	1	2
Cn1c(SCC(=O)N2CCN(c3nc4ccccc4s3)CC2)nnc1-c1ccccc1	-1	2
CCSc1nccc2c1ccn2CC(=O)NCc1ccc(Br)cc1	12	-8
CSc1nnc(-c2ccccc2N)c(=O)[nH]1	3	19
C=CCSc1nnc2c(n1)OC(c1ccc3c(c1)OCO3)Nc1ccccc1-2 (centres undefined)	1&-2	-4&-6

Other compounds follow:
Molecule	Pf apPOL block	mHTT CaM bind
CCCCNC(=O)C1(O)c2cc(Br)ccc2NC(=O)N1c1cccc(OC)c1 (centres undefined)	-6	7
COc1ccc(-n2nnnc2SCC(=O)Nc2nonc2-c2nc3ccccc3n2C)cc1	1&-7	6&2
COC(=O)Cc1ccc(C(=O)CCCCCCCCCl)s1	nt	-76
CCOC(=O)c1ncoc1-c1ccco1	0	nt
NC(=O)c1cc2cc([N+](=O)[O-])ccc2oc1=Nc1ccccc1	2	10
CCOc1ccccc1/C=C1\N=C(c2ccc(OC)cc2Br)OC1=O	-4	11
O=C(c1cnn2c1NC(c1ccc(Br)cc1)CC2C(F)(F)F)N1CCOCC1 (centres undefined)	-4	18
COc1ccccc1NC(=O)N1CCc2ccccc2C1	-6	0
O=C(NCCc1ccccc1)C(Cl)Cl	4	-3

From PubChem
